MBNL1-CUG inh: blocks human MBNL1 binding to CUG repeat RNA; Q9NR56; Potency, µM (top dose mostly 57.5 µM), without a hit: at the top dose activity change, negative = inhibition, most hits filed as inhibitors; TR-FRET MBNL1-His/biotin-(CUG)12 binding, 665/545 ratio; 0.036% of 280,000 active; active means well fitted inhibition curve with a large enough effect in the signal ratio, with a control signal flat, not every such curve was filed as active; inconclusive means small, poorly fitted or top-dose-only effect, or effect the other way, or a change in a side signal; inactive means no such curve, though single readings can be large or run the other way; the % refers to the signal ratio; further: potency means the concentration at half of the fitted maximal effect; on the % scale 0 is the no-effect control and ±100 the full control effect
Target sequence (Q9NR56 whole entry, looked up): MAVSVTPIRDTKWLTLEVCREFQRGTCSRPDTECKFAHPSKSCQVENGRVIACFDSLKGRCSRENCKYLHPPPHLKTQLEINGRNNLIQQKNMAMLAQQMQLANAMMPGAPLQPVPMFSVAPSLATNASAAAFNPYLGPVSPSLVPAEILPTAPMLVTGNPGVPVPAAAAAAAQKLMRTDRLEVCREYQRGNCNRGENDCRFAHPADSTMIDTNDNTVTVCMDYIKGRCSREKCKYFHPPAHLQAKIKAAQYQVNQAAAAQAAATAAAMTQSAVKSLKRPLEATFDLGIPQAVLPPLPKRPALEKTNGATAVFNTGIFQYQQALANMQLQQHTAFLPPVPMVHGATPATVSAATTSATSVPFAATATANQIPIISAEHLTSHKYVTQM
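TR-FRET readout: Ex 340 nm, 665/545 nm emission ratio, normalized to buffer-only (basal) and MBNL1-(CUG)12 controls. Complex of MBNL1-His with Biotin-(CUG)12, compounds 92 nM–58 uM, incubated 60 min at room temperature.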
TSHR antag: human thyrotropin receptor antagonism; activity change, negative = inhibition, % at 11.5 µM; AID 504810; 0.2% of 330,000 active; TSHR-expressing cells, TSH-stimulated cAMP HTRF, 2 h; active compounds read low;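 active means activity change below a set negative limit, meaning inhibition stronger than a set level, cut at about -70% in these data; inconclusive means activity change between two set negative limits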; further: on the % scale 0 is the no-effect control and ±100 the full control effect
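Read-out is FRET at 665 nm (cryptate excitation 337 nm) from a cryptate-tagged anti-cAMP antibody, competed by cell cAMP against cAMP-d2. Compounds are tested on freshly harvested TSHR cells challenged with 4nM TSH (EC80) for 2 hours at 37 deg C.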
Eya2 inh: Eya2 (human) phosphatase inhibition. O00167. recombinant Eya2, OMFP fluorescence dephosphorylation (OMFP is methylfluorescein phosphate). Potency, µM (series often up to 76.9 µM), inactives show top-dose activity, negative = inhibition, most hits filed as inhibitors. 0.006% of 330,000 active. AID 488837; further: potency means the concentration at half of the fitted maximal effect; on the % scale 0 is the no-effect control and ±100 the full control effect
Target sequence (O00167 whole entry, looked up): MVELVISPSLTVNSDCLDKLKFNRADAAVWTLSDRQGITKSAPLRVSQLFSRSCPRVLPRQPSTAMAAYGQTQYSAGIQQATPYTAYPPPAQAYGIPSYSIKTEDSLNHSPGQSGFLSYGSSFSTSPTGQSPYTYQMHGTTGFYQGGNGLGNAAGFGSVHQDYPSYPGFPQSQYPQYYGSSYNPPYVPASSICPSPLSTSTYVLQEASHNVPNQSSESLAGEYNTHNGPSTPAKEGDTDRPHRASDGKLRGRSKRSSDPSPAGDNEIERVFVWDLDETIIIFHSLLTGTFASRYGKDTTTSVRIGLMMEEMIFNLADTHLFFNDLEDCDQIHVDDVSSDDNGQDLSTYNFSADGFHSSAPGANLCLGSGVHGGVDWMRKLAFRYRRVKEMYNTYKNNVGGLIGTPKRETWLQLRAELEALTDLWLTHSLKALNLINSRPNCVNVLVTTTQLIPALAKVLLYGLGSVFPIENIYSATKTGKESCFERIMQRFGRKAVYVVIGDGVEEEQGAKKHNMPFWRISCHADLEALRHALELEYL
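Eya2 protein (added as 0.2 uM solution) was preincubated with compound for 10 min at ambient temperature in 50 mM HEPES pH 7.5, 50 mM NaCl, 5 uM MgCl2, 0.05% BSA, 1 mM DTT. OMFP (added at 50 uM) then reacted 10 min; fluorescence read at 485/525 nm.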
GALK inhibitor: inhibitors of human galactokinase. P51570. AID 1868. Purified GALK, Kinase-Glo residual ATP luminescence. Potency, µM (series often up to 57.5 µM), without a hit: top-dose activity change, negative = inhibition, most hits filed as inhibitors. 0.007% of 270,000 active; further: potency means the concentration at half of the fitted maximal effect; on the % scale 0 is the no-effect control and ±100 the full control effect
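Kinase-Glo Plus luminescence measured ATP left after a 1 h room-temperature reaction. The reaction used 5 nM GALK, 100 uM galactose and 35 uM ATP at pH 8.0 (20 mM HEPES, 5 mM MgCl2, 60 mM NaCl, 1 mM DTT, 0.01% BSA).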
ASM inhibitor: inhibitors of human secretory acid sphingomyelinase; P17405; placental ASM, HMU-PC fluorogenic substrate, 60 min; Potency, µM (titrated, usually from 57.5 µM), for the others: top-dose activity change, negative = inhibition, usual class: inhibitors; 0.006% of 340,000 active; AID 504937; further: potency means the concentration at half of the fitted maximal effect
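HMU-PC0 cleavage (9 uM final) by human placental ASM, 60 min at 37 °C following 10 min compound exposure at RT; stopped at pH 10, fluorescence Ex 386/Em 447 nm.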
Mito fusion act: inhibitors of mitochondrial division or activators of mitochondrial fusion | S. cerevisiae fusion-defective mutant growth rescue, CellTiterGlo 48 h | Potency, µM (highest dose often 46.1 µM), inactives show at the highest dose growth rescue (activation), actives largely listed as activators | 0.23% of 320,000 active | AID 485298;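 further: potency means the concentration at half of the fitted maximal effect; % of control where 0% means no effect; nearly all actives have a fitted effect of over 45% in size; temperature-sensitive fusion mutants such as fzo1-1 at 37 °C on non-fermentable ethanol glycerol medium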
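Compounds are tested for their ability to restore growth of mitochondrial fusion-defective yeast strains at non-permissive 37C in YPEG medium over 48 hours. Viability is quantified by luciferase luminescence.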
USP2a inh: USP2a (human) protease inhibition. USP2 core, Ub-CHOP2 coupled fluorogenic reporter, 485/531. Potency, µM (highest dose often 38.3 µM), without a hit: at the highest dose activity change, negative = inhibition, hits mostly inhibitors. AID 463254. 0.01% of 330,000 active. O75604;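 further: potency means the concentration at half of the fitted maximal effect; plate controls were DMSO wells for no effect and full inhibition by NEM control for full effect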
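Deubiquitinase activity read as fluorescence (485/531 nm) after Ub-CHOP2 cleavage activates the enterokinase reporter on its substrate; USP2 core 10nM, Ub-CHOP2 and substrate 25nM each, 30min compound preincubation then 60min RT; data normalized to NEM, curves fitted.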
hERG WT inh: inhibitors of human wildtype KCNH2 potassium channel; activity change, % at 1.84 µM; U2OS, BacMam KCNH2, thallium flux FluxOr; active compounds read low; Q12809; 0.37% of 340,000 active;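 active means maximum activity change below -70%; inconclusive means maximum activity change between -70% and -50%; inactive means maximum activity change above -50%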; further: on the % scale 0 is the no-effect control and ±100 the full control effect
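U2OS cells transduced with wild-type KCNH2 virus are loaded with FluxOr dye for 45 min, and thallium flux is measured in kinetic reads before and after stimulation buffer. Rate constants are normalized to DMSO controls.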
Menin MLL FP TR: displaces Texas Red mutant MLL peptide from human menin | Potency, µM (highest dose often 61.6 µM), for the others: at the top dose FP activity change, negative = inhibition, hits mostly inhibitors | Menin + Texas Red MLL mutant peptide, fluorescence polarization | O00255 | 0.23% of 270,000 active; active means well fitted inhibition curve with a large enough effect in the polarisation, with a control signal flat, not every such curve was filed as active; inconclusive means small, poorly fitted or top-dose-only effect, or effect the other way, or a change in a side signal; inactive means no such curve, though single readings can be large or run the other way; the % refers to the polarisation; further: potency means the concentration at half of the fitted maximal effect; % of control where 0% means no effect; many of its hits are not listed in these tables
BCR signal inh: blocks chronic active B-cell receptor signaling | ABC-DLBCL IkBa-CBG/CBR reporter, luminescence ratio, 4 h | AID 493014 | 0.05% of 340,000 active | Potency, µM (highest dose often 46.1 µM), without a hit: top-dose ratio change, negative = lower green/red ratio, actives largely listed as inhibitors; active means well fitted inhibition curve with a large enough effect in the signal ratio, with a control signal flat, not every such curve was filed as active; inconclusive means small, poorly fitted or top-dose-only effect, or effect the other way, or a change in a side signal; the % refers to the signal ratio;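 further: potency means the concentration at half of the fitted maximal effect; plate controls were basal doxycycline-induced cells for no effect and cells given 10 µM MG132 for full effect; MG132 reads +100%, hits lower the ratio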
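TMD8 human ABC-DLBCL cells with doxycycline-inducible IκBα–green luciferase fusion and unfused red luciferase, in 0.5% FBS medium; compounds up to 46 uM, 4 h at 37C. Green/red luminescence ratio, filter-overlap corrected, fitted to concentration-response curves.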
PKM2 activator: PKM2 (human) enzyme activation. P14618. purified PKM2, Kinase-Glo ATP luminescence, activation; response scale: 0% is enzyme alone, no compound. Potency, µM (series often up to 57.5 µM), without a hit: top-dose activation, most hits filed as activators. 0.34% of 260,000 active. AID 1631; further: potency means the concentration at half of the fitted maximal effect; on the % scale 0 is the no-effect control and ±100 the full control effect; nearly all actives have a fitted effect of over 55% in size
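Purified hPK-M2 (>95% pure) converted ADP (0.1 mM final) to ATP with 0.5 mM PEP in 50 mM imidazole pH7.2, KCl, MgCl2, Tween 20, BSA; 1 h at room temperature. ATP detected by Kinase-Glo luminescence.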
The depositor's hits bear a star; [ ] = dose if it differs, or a comment. Unless noted, the call rests on the fitted dose curve; in most records, active means well fitted curve in the direction sought with a large enough effect; inconclusive means small, poorly fitted or top-dose-only effect, or another doubt; inactive means no such curve, though single readings can be large; an effect the other way counts as inactive or inconclusive. These rows are one share of the data; rates above refer to the full screens.

For O=C(O)c1[nH]c2ccc(Cl)cc2c1CC(=O)N1CCN(c2ccccc2)CC1 the results were MBNL1-CUG inh 5%, TSHR antag -17, Eya2 inh 3%, GALK inhibitor -3%, ASM inhibitor 5%, Mito fusion act 3%, USP2a inh 3%, hERG WT inh 5, Menin MLL FP TR 22%, BCR signal inh 6% and PKM2 activator inconclusive.
COc1ccc(C(=O)NC(=S)NCc2ccco2)cc1OC was read as MBNL1-CUG inh inconclusive, TSHR antag -2, Eya2 inh -36%, GALK inhibitor 1%, ASM inhibitor -6%, Mito fusion act 0%, USP2a inh -4%, hERG WT inh -6, Menin MLL FP TR 3%, BCR signal inh -20% and PKM2 activator 8%.
`O=c1c2ccccc2c(-c2ccccc2)nn1Cc1ccc(Cl)cc1` gave MBNL1-CUG inh -4%, TSHR antag 1, Eya2 inh 3%, GALK inhibitor -1%, ASM inhibitor -13%, Mito fusion act 1%, USP2a inh 0%, hERG WT inh 6, Menin MLL FP TR 1%, BCR signal inh 11% and PKM2 activator 1%.
`CN(Cc1ccccc1)C(=O)[C@H]1CCC(=O)N1Cc1ccco1` gave MBNL1-CUG inh 0%, TSHR antag 0, Eya2 inh 14%, GALK inhibitor 1%, ASM inhibitor 2%, Mito fusion act -4%, USP2a inh 1%, hERG WT inh -8, Menin MLL FP TR 2%, BCR signal inh 14% and PKM2 activator 20%.
Screening CCOC(=O)c1ccc(NC(=O)c2nc[nH]c2C(=O)N(C)Cc2ccccc2)cc1 returned MBNL1-CUG inh -12%, TSHR antag 4, Eya2 inh -18%, GALK inhibitor -2%, ASM inhibitor -21%, Mito fusion act 5%, USP2a inh -7%, hERG WT inh 2, BCR signal inh 1% and PKM2 activator 0%.
CN(Cc1c(C(=O)N/N=C/c2ccc(O)cc2)nnn1-c1nonc1N)C1CCCCC1 was read as MBNL1-CUG inh 4%, TSHR antag 3, Eya2 inh 14%, GALK inhibitor 1%, ASM inhibitor -1%, Mito fusion act 0%, USP2a inh 0%, hERG WT inh 17, Menin MLL FP TR inconclusive and BCR signal inh 5%.
`COc1ccc(C2=NN(C(C)=O)C(c3cccs3)C2)cc1OC` (stereo not drawn) gave MBNL1-CUG inh inconclusive, TSHR antag 13, Eya2 inh -12%, GALK inhibitor 1%, ASM inhibitor -3%, Mito fusion act 1%, USP2a inh -1%, hERG WT inh 0, Menin MLL FP TR -14%, BCR signal inh inconclusive and PKM2 activator inconclusive.
Screening Cc1cccn2cc(CCNS(=O)(=O)c3cccc([N+](=O)[O-])c3)nc12 returned MBNL1-CUG inh inconclusive, TSHR antag -1, Eya2 inh 10%, GALK inhibitor 0%, ASM inhibitor 0%, Mito fusion act 3%, USP2a inh 0%, hERG WT inh 0, BCR signal inh 6% and PKM2 activator -2%.
`CCn1c(SCC(=O)O)nnc1-c1ccccc1` gave MBNL1-CUG inh -6%, TSHR antag 5, Eya2 inh 0%, GALK inhibitor 4%, ASM inhibitor 3%, Mito fusion act 2%, USP2a inh 1%, hERG WT inh -3, Menin MLL FP TR -2%, BCR signal inh 4% and PKM2 activator -2%.
For Cc1ccccc1-n1c(C)nnc1SCC(=O)NNC(=O)c1ccccc1 the results were MBNL1-CUG inh 23%, TSHR antag 4, Eya2 inh 0%, GALK inhibitor 3%, ASM inhibitor 6%, Mito fusion act 6%, USP2a inh 0%, hERG WT inh 11, Menin MLL FP TR 0%, BCR signal inh -29% and PKM2 activator -5%.
Screening CCCn1c2c(c(O)c(C(=O)Nc3ccccn3)c1=O)CCCC2 returned MBNL1-CUG inh 4%, TSHR antag 8, Eya2 inh 1%, GALK inhibitor 6%, Mito fusion act -2%, USP2a inh 4%, Menin MLL FP TR 6%, BCR signal inh -2% and PKM2 activator -4%.
For CCC(=O)NC1=C(Cl)C(=O)C(NC(=O)CC)=C(Cl)C1=O the results were MBNL1-CUG inh -8%, TSHR antag -86*, Eya2 inh -3%, ASM inhibitor 1%, Mito fusion act -3%, USP2a inh -1%, hERG WT inh 4, BCR signal inh inconclusive and PKM2 activator -84%.
For COC(/C=C/Nc1ccc(Br)cc1)=C(C#N)C#N the results were MBNL1-CUG inh -13%, TSHR antag 4, Eya2 inh -7%, GALK inhibitor -3%, ASM inhibitor 44%[activator], Mito fusion act 4%, USP2a inh 4%, hERG WT inh -16, Menin MLL FP TR 20%, BCR signal inh 0% and PKM2 activator 2%.
`CCN(CC)S(=O)(=O)c1ccc(O)c(C(=O)OCC(=O)Nc2ccc(OC(F)(F)F)cc2)c1` gave MBNL1-CUG inh -4%, TSHR antag -10, Eya2 inh 7%, GALK inhibitor 0%, ASM inhibitor 0%, Mito fusion act -4%, USP2a inh 2%, hERG WT inh 2, Menin MLL FP TR 13%, BCR signal inh inconclusive and PKM2 activator -46%.
Screening CC(=O)N(Cc1cc(=O)[nH]c2ccccc12)c1ccc(C)cc1 returned MBNL1-CUG inh -11%, TSHR antag 0, Eya2 inh -1%, GALK inhibitor -1%, ASM inhibitor -1%, Mito fusion act 1%, USP2a inh 1%, hERG WT inh -1, Menin MLL FP TR -9%, BCR signal inh 0% and PKM2 activator -5%.
Screening COc1ccc(N2C(=O)CC(N(CCc3ccccc3)C(=O)/C=C/C(=O)O)C2=O)cc1 (stereo not drawn) returned MBNL1-CUG inh -6%, TSHR antag 5, Eya2 inh -25%, GALK inhibitor -3%, ASM inhibitor 2%, Mito fusion act -6%, USP2a inh 10%, hERG WT inh -4, Menin MLL FP TR 9%, BCR signal inh 17% and PKM2 activator -2%.
Screening O=C(O)c1ccccc1C(=O)NCc1ccccc1 returned MBNL1-CUG inh 5%, TSHR antag 12, Eya2 inh 10%, GALK inhibitor -1%, ASM inhibitor 0%, Mito fusion act 2%, USP2a inh 3%, hERG WT inh 13, Menin MLL FP TR -15%, BCR signal inh 0% and PKM2 activator -13%.
COc1ccc(S(=O)(=O)N2CCN(C(=O)[C@H](Cc3ccccc3)NC(=O)c3ccco3)CC2)cc1 was read as TSHR antag -11, Eya2 inh -21%, ASM inhibitor -1%, Mito fusion act -1%, USP2a inh 2%, hERG WT inh -32 and BCR signal inh 0%.
`Cc1ccc2[nH]c(O)c(N=Nc3nc4ccccc4s3)c2c1` gave MBNL1-CUG inh -9%, TSHR antag -7, Eya2 inh 0%, GALK inhibitor -2%, ASM inhibitor -7%, Mito fusion act 3%, USP2a inh -7%, hERG WT inh -2, BCR signal inh 13% and PKM2 activator -3%.
`COc1ccccc1-c1sc2ccccc2c1-c1ccc2c(c1)OCCO2` gave TSHR antag -3, Eya2 inh 12%, ASM inhibitor 0%, Mito fusion act 5%, USP2a inh 5%, hERG WT inh 5 and BCR signal inh inconclusive.
Screening O=C(CNC(=O)c1ccco1)NCC(=O)OCc1ccc(Cl)cc1Cl returned MBNL1-CUG inh 6%, TSHR antag -7, Eya2 inh -8%, GALK inhibitor -2%, ASM inhibitor -14%, Mito fusion act 0%, USP2a inh 1%, hERG WT inh 9, Menin MLL FP TR -7%, BCR signal inh 10% and PKM2 activator -5%.
`COc1cc(CNc2ccc(N3CCOCC3)cc2)cc(Br)c1OC` gave MBNL1-CUG inh -1%, TSHR antag 2, Eya2 inh -7%, GALK inhibitor 3%, ASM inhibitor -1%, Mito fusion act -4%, USP2a inh -2%, hERG WT inh 6, Menin MLL FP TR -9%, BCR signal inh 0% and PKM2 activator 14%.
